# GlmU inhibition = inhibition of mycobacterial GlmU enzyme – biochemical, glucosamine-1-phosphate acetyltransferase (AID 1376); M. tuberculosis GlmU acetyltransferase enzyme assay; higher % means a stronger effect; one-dose inhibition, %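 (tested at 30 µM in the primary screen)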; IC50 in µM for titrated hits; 0.25% of 220,000 active; in the data active means inhibition above about 13%;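 further: 0% = complete reaction with vehicle and 100% = reaction without substrate; strong numbers were not always called active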
# Mtb RmlCD inh = M. tuberculosis RmlC/RmlD inhibition; P9WH09+P9WH11; 0.03% of 160,000 active; inhibition, % at 3.6 µM; RmlC+RmlD coupled enzyme assay, percent inhibition; primary screen in compound mixtures; AID 1533; in the data active means inhibition mostly above about 34%, no sharp cut-off; further: some results filed as inactive read as strong as hits
# Target sequence (P9WH09 whole entry, looked up): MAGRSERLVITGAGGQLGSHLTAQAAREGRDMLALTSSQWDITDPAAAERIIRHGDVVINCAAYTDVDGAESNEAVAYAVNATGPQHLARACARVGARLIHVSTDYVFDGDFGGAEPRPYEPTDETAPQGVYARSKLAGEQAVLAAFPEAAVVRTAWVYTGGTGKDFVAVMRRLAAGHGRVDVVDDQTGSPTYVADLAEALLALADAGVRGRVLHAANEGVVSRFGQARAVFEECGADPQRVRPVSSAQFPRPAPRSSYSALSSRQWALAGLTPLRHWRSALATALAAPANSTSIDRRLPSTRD
# Target sequence (P9WH11 whole entry, looked up): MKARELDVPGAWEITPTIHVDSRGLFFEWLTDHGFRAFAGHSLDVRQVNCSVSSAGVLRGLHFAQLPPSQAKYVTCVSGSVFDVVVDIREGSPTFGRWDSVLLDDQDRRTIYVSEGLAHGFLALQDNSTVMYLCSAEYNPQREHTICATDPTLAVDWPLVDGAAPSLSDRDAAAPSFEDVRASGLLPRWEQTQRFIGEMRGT
# * = called active by the depositor; / = not tested or not shown.
# The line under a structure holds: GlmU inhibition	Mtb RmlCD inh
CCCN(CC(=O)Nc1ccc(C(N)=O)cc1)CC(=O)Nc1ccc(Cl)cc1Cl
  2.6%	8.1
c1ccc(-c2nnc(-c3ccccn3)s2)nc1
  -0.1%	2.9
CC1(C)CC(=O)C2=C(C1)OC1=C(C(=O)CC(C)(C)C1)C2c1ccccc1
  5.2%	/
CC(C)N(CCC#N)C(=O)Nc1ccc2c(c1)CCO2
  -2.4%	3.3
Cc1ccccc1CN1CCNC(=O)C1CC(=O)O (stereo unspecified)
  -8.1%	7.6
CN(Cc1ccccc1)C(=O)CCC(=O)N(C)Cc1ccccc1
  -4.2%	/
Nc1nc2ccc(S(=O)(=O)c3ccc4nc(N)sc4c3)cc2s1
  -2.3%	9.9
CC1CC(C)(C)NC(=S)N1CCC(=O)N1CCc2ccccc2C1 (stereo unspecified)
  -0.2%	-13.7
COC(=O)c1cccc(C(=O)Nc2ccc(F)cc2)n1
  -0.3%	/
O=[N+]([O-])c1ccc(CN2CCCCCC2)s1
  0.9%	-3.4
CCSc1ncnc2sc3c(c12)CCC3
  -1.8%	2.0
COc1cc(OC)c(C2=NOC(C(=O)Nc3ccc4c(c3)OCO4)C2)cc1Cl (stereo unspecified)
  0.5%	7.4
COc1ccccc1/C=C\C=N\NC(=O)c1ccco1
  3.2%	7.8
COc1ccc(/C=C/C(=O)Nc2ccc(C)cc2)cc1S(=O)(=O)N1CCOCC1
  -1.3%	/
Cc1cccc(N2C(=O)C3C(c4ccccc4)OC4(C(=O)c5ccccc5C4=O)C3C2=O)c1 (stereo unspecified)
  -0.6%	/
O=C(NC(=S)Nc1ccc(CN2CCOCC2)cc1)c1ccc([N+](=O)[O-])cc1
  -1.1%	7.3
FC(F)Sc1ccc(NC(=S)NC2CCC(NC(=S)Nc3ccc(SC(F)F)cc3)CC2)cc1 (stereo unspecified)
  -1.5%	-3.8
Cc1cccc(-n2c(SCC(=O)N3CCCC3)nc3n[nH]c(C)c3c2=N)c1
  1.4%	/
COC(=O)c1sccc1NC(=S)N1CCN(c2ccccc2)CC1
  0.0%	-14.8
CC(C)(C)C(=O)Nc1ccccc1C(=O)NCc1cccnc1
  2.3%	22.9
Cc1cccc(-c2noc(CN(C(=O)C34CC5CC(CC(C5)C3)C4)C(C)C)n2)c1
  -3.9%	/
CCCCC(CC)C(=O)Nc1ncc([N+](=O)[O-])s1 (stereo unspecified)
  8.4%	2.7
COC(=O)Oc1ccc(/C=N/NC(=O)CSCc2ccc(Cl)cc2)cc1OC
  0.6%	2.2
Fc1ccc(F)c(C2=NNC(=NCC3CCCO3)SC2)c1 (stereo unspecified)
  4.6%	-6.5
CCCCOC(=O)C1=C(C)Nc2nnnn2C1c1ccccc1Cl (stereo unspecified)
  6.2%	1.7
c1cncc(-c2noc(-c3ccco3)n2)c1
  0.7%	/
COc1ccc(OC)c(CN(CCCN2CCOCC2)C(=O)Nc2ccccc2)c1
  -3.7%	/
Cc1ccc(S(=O)(=O)N2CCCCC2)cc1C(=O)Nc1ccc(N2CCOCC2)cc1
  6.0%	/
CCn1c(C)c(/C=N/Nc2nc3ccccc3s2)c2ccccc21
  5.7%	7.1
c1nc2sc3c(c2c2nnnn12)CCCC3
  5.9%	-5.0

# Looked up above:
# `COc1ccc(OC)c(CN(CCCN2CCOCC2)C(=O)Nc2ccccc2)c1` in GlmU inhibition has -3.7%
# `CCCCC(CC)C(=O)Nc1ncc([N+](=O)[O-])s1` (stereo unspecified) in GlmU inhibition has 8.4%

# An excerpt of these results, with tabs:
SMILES	GlmU inhibition	Mtb RmlCD inh
COC(=O)c1sccc1NC(=S)N1CCN(c2ccccc2)CC1	0.0%	-14.8
COc1cc(OC)c(C2=NOC(C(=O)Nc3ccc4c(c3)OCO4)C2)cc1Cl (stereo unspecified)	0.5%	7.4

# The list goes on.
# The line under a structure holds: GlmU inhibition	Mtb RmlCD inh
Cc1ccc(C2C(=O)N(C3CCCC3)CC(=O)N2C2CCCCC2)cc1 (stereo unspecified)
  -0.6%	-46.2
COc1ccccc1/C=N/NC(=O)c1cccc(NC(=O)c2ccccc2Cl)c1
  2.7%	/
CCC1=C[C@H]2CN(C1)Cc1c([nH]c3ccccc13)[C@@](C(=O)OC)(c1cc3c(cc1OC)N(C)[C@H]1[C@@](O)(C(=O)OC)[C@H](OC(C)=O)[C@]4(CC)C=CCN5CC[C@]31[C@@H]54)C2
  -11.2%	/
Cn1cc(S(=O)(=O)CC(=O)Nc2ccc3c(c2)OCO3)c2ccccc21
  -1.4%	4.4
Cc1ccccc1Cn1nc(C)c(NC(=O)c2cc3nc(-c4ccco4)cc(C(F)(F)F)n3n2)c1C
  -0.4%	/
CC(C)c1ccc(-c2cc(C(=O)N3N=C(C(F)F)CC3(O)C(F)F)c3ccccc3n2)cc1 (stereo unspecified)
  3.4%	-11.6
O=C(NNc1c(Cl)cccc1Cl)c1cccs1
  -4.9%	2.8
O=C(CCCn1c(=S)[nH]c2ccccc2c1=O)NC1CCCC1
  5.3%	/
O=C(O)COc1ccccc1-c1ccccc1
  3.0%	3.9
COc1cccc(N2C(=O)C(CC(=O)Nc3ccccc3)N(C3CCCCC3)C2=O)c1 (stereo unspecified)
  0.1%	-3.5
COc1ccc(NC(=O)CC2C(=O)N(c3ccc(F)cc3)C(=S)N2NC(=O)c2ccc(Cl)cc2)cc1 (stereo unspecified)
  0.6%	-14.2
CCn1c(SCC(=O)Nc2ccc3c(c2)OCCO3)nc2c(c1=O)SC(C)C2 (stereo unspecified)
  /	-3.9
O=C(NCCc1ccccc1)c1cccc(N2C(=O)C3CC=CCC3C2=O)c1 (stereo unspecified)
  4.8%	-0.9
Cn1c(-c2sccc2OCc2ccc(Cl)cc2Cl)n[nH]c1=S
  8.0%	9.2
COc1ccc(C(=O)NCc2nnc(SCC(=O)Nc3nc4ccccc4s3)o2)cc1OC
  0.8%	-2.2
CCC[N+](CC#Cc1ccccc1)(CCC)CC(=O)OCC
  7.7%	-8.2
Cc1ccc(NC(=O)CSC2=C(C#N)C(c3ccc4c(c3)OCO4)CC(=O)N2)cc1C (stereo unspecified)
  -0.4%	/
Clc1ccc(-c2csc(-c3ccno3)n2)cc1
  -2.2%	12.9
CCN(CC)c1ccc(C(=O)Nc2cccc(F)c2)cc1
  -3.0%	9.8
Cn1nc(-c2ccccc2)cc1NC(=O)Nc1ccc(C(C)(C)C)cc1
  1.6%	-9.9
CC(C)(C)NC(=O)CN(C(=O)CS(=O)CC(=O)Nc1ccc(F)cc1)c1ccccc1F (stereo unspecified)
  1.5%	-5.7
CCN1CCN(CCOc2ccc(Cl)cc2)CC1
  2.0%	3.6
[O-]/C(=C(\C(=S)Nc1ccc(SC(F)F)cc1)[n+]1ccccc1)c1ccc(Cl)cc1Cl
  -3.5%	3.6
COc1ccc(N2CCN(CCCNC(=O)CN3CCN(Cc4ccccc4C)C3=O)CC2)cc1
  -12.4%	5.2
CCOC(=O)C1CCCN(CCC(=O)Nc2cc(C)cc(C)c2)C1 (stereo unspecified)
  1.2%	53.5
COc1ccccc1C(OC(=O)c1ccco1)C(=O)NC(C)(C)C (stereo unspecified)
  5.1%	/
COc1ccc(Oc2nnc(-c3ccccc3)cc2C#N)cc1
  2.0%	-8.1
COc1ccc(-n2nc(C)c3onc(C)c3c2=O)cc1
  -0.1%	3.6
COC(=O)c1ccc(OCc2cc(=O)n3ccsc3n2)cc1
  3.2%	/
Cc1ccccc1NC(=O)N1CCN(S(=O)(=O)c2ccccc2)CC1
  -0.1%	-5.8

# Overlap with the part before: two entries; new compounds follow.
# The line under a structure holds: GlmU inhibition	Mtb RmlCD inh
COC(=O)c1ccc(OCc2cc(=O)n3ccsc3n2)cc1
  3.2%	/
Cc1ccccc1NC(=O)N1CCN(S(=O)(=O)c2ccccc2)CC1
  -0.1%	-5.8
COC(=O)c1ccc(COc2ccc(-c3nnn(CC(=O)NC(C)(C)C)n3)cc2)cc1
  -3.9%	2.0
O=C(Cc1ccccc1[N+](=O)[O-])N1CCN(Cc2ccc3c(c2)OCO3)CC1
  -6.1%	9.4
O=C(c1ccccc1Oc1ccccc1)N1CCN(c2ccccc2)CC1
  -3.7%	11.6
CCOC(=O)c1cc(NC(=O)c2cnccn2)cc(C(=O)OCC)c1
  2.1%	/
COc1cccc(NC(=O)COC(=O)COc2ccccc2[N+](=O)[O-])c1
  3.0%	/
COc1ccc(C(=O)NC(CO)c2nnc(SCc3ccc(Cl)c(Cl)c3)n2C)cc1 (stereo unspecified)
  1.3%	/
OCCNCc1cc(Br)ccc1OCc1ccccc1Cl
  -11.5%	-7.6
COc1ccc(Cc2c(O)[nH]c(=O)[nH]c2=O)c(OC)c1
  -3.6%	-29.4
COc1ccc(/C=C/C(=O)NC(=S)Nc2ccc(S(N)(=O)=O)cc2)cc1
  9.2%	-5.6
CNC(=O)c1cc2c(cn1)[nH]c1ccccc12
  -2.1%	/
COc1ccc(C(=O)CN2C(=O)C(C)(C)Oc3ccc(C(=O)N4CCCCCC4)cc32)cc1
  0.4%	/
Cc1ccc(NC2OC(C(O)CO)C(O)C2O)cc1[N+](=O)[O-] (stereo unspecified)
  2.0%	-7.5
COc1ccccc1-c1nnc(SCC(=O)N2CC(C)CC(C)C2)o1 (stereo unspecified)
  4.8%	/
Nc1cc(OC(=O)c2cccs2)nn1S(=O)(=O)c1ccccc1
  3.4%	101.0
NC(=O)CC1SC(N)=NC1=O (stereo unspecified)
  2.0%	/
O=S(=O)(Cc1ccccc1)Nc1ccc(S(=O)(=O)NCC2CCCO2)cc1 (stereo unspecified)
  -1.3%	-14.1
COc1cccc(C(=O)Nc2ccc(N3CCN(S(C)(=O)=O)CC3)cc2)c1
  6.5%	16.2
Cc1ccc(N2C(=O)c3ccccc3C2Nc2ccc(S(=O)(=O)N3CCOCC3)cc2)nc1 (stereo unspecified)
  -2.2%	-10.1
COc1ccc(NC(=O)CSc2nc3c(c(=O)n2-c2ccccc2OC)SCC3)cc1
  -0.3%	-10.3
Cc1cc(C)nc(SC(C)CNS(=O)(=O)c2ccccc2)n1 (stereo unspecified)
  4.7%	-7.1
O=C(CSCc1ccc(Cl)c(Cl)c1)Nc1c[nH]c(=O)[nH]c1=O
  -0.7%	-7.2
Cc1ccc(Oc2nn[nH]n2)cc1
  -3.9%	-6.0
COc1cc(C(=O)NCc2cn3cccc(C)c3n2)cc(OC)c1OC
  9.8%	/
Cc1ccccc1OCC(O)CN1CCN(CCN2C(=O)c3cccc4cccc(c34)C2=O)CC1 (stereo unspecified)
  -6.3%	5.4
Cc1c(CCC(=O)O)c(=O)oc2cc3occ(-c4ccc(F)cc4)c3cc12
  5.0%	4.4
CCCN(CCC)C(=O)CC(c1ccccc1)c1ccco1 (stereo unspecified)
  -2.4%	-9.1
CC(NC(=S)NNS(=O)(=O)c1ccc(C(C)(C)C)cc1)c1ccccc1 (stereo unspecified)
  0.4%	0.8
O=C(COc1ccc(Br)cc1)Nc1cc(S(=O)(=O)N2CCCCC2)ccc1N1CCCCC1
  5.8%	/
O=C(CSc1nc2ccccc2[nH]1)N1CCCCC1
  -0.4%	1.9
Cc1ccc(F)cc1NCC(=O)Nc1ccc(Cl)cc1F
  -3.8%	3.5
Cc1ccc(N(Cc2ccco2)C(=O)c2cccc(S(=O)(=O)N(C)C)c2)cc1
  0.8%	8.4
COc1ccc(C)cc1-n1nnnc1SCc1nc2ccccc2c(=O)[nH]1
  0.9%	-7.8
CCN(C(=O)Cc1cccs1)c1nnc(-c2cc(OC)c(OC)c(OC)c2)s1
  -2.0%	5.0
COc1c(Cl)cnn(-c2ccccc2)c1=O
  1.8%	/
CCOC(=O)CN(C(=O)CSc1nnc(CNc2ccc(F)cc2)n1CC)c1ccc(F)cc1
  2.0%	/
O=C1NC(=O)N(CCC2=CCCCC2)C(=O)/C1=C/c1ccc(O)cc1
  -0.3%	2.5
c1cncc(Nc2nc(-c3cccnc3)cs2)c1
  0.2%	6.6
CCN(CC)CCNC(=O)C(=O)NCC1OCCN1S(=O)(=O)c1ccc([N+](=O)[O-])cc1 (stereo unspecified)
  -6.5%	-7.3
COc1ccc(CNC(=O)C2CCC(CNc3c(N4CCOCC4)c(=O)c3=O)CC2)cc1 (stereo unspecified)
  6.4%	/
Cc1n[nH]c(=S)n1/N=C/c1ccc(Br)o1
  -1.4%	8.8
O=C(CSc1nnc(-c2ccc(F)cc2)o1)Nc1ccccc1N1CCOCC1
  2.6%	/
CC(=O)c1c(C(C)=O)c(C)n(-c2cccc([N+](=O)[O-])c2)c1C
  -1.6%	3.5
O=C(O)CCC(=O)Nc1ccccc1Oc1ccccc1
  1.1%	-2.6
O=C(N/C(=C\c1ccc2c(c1)OCO2)C(=O)N1CCOCC1)c1cccs1
  1.8%	-16.6
COc1ccc2[nH]c(C)c(CCN(Cc3cccs3)C(=S)Nc3ccccc3)c2c1
  4.2%	-4.4
Cc1sc2nc(COC(=O)Cc3ccccc3)[nH]c(=O)c2c1C
  -2.3%	-7.6
Cc1ccccc1C(=O)Nc1ccc(C(=O)N/N=C/c2ccc(F)cc2)cc1
  -4.2%	9.8
CCOC(=O)c1c(N)sc(C(=O)N(CC)CC)c1C
  2.1%	5.8
Cn1cc(/C=N/NC(=O)c2ccc(C#N)cc2F)c2ccccc21
  1.5%	-20.0
Cc1ccc(C2CC(c3ccccc3)n3ncnc3N2)cc1 (stereo unspecified)
  0.8%	7.2
Cc1nn(-c2ccc(F)cc2)c(C)c1CN1CCN(CCc2ccccc2)C(CCO)C1 (stereo unspecified)
  -1.3%	-0.3
CCOC(=O)CCNC(=O)Nc1ccc2nc(C)n(Cc3cccc(Cl)c3)c(=O)c2c1
  -5.3%	6.4
Cc1cccc(-n2cnc3cc(C(=O)N4CCCCC4)ccc32)c1
  1.3%	11.6
CNC(C)C#Cc1ccc2sc3cc(OC)c(OC)cc3c(=O)c2c1 (stereo unspecified)
  -6.1%	/

# Source: PubChem BioAssay (several laboratories)

# The list is partial, so the mix of outcomes need not match the whole.
